# High-throughput results (PubChem BioAssay)
# TRPC6 inhibitor: inhibitors of mouse TRPC6 channel | Q61143 | HEK293-TRPC6, membrane potential dye, ACh-evoked depolarization; stronger effect = lower value | B-score at 10 µM | hit rate 1.1% among 310,000;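 active = B-score under library mean minus 3 SD, initial fluorescence not abnormally high, positive integrated signal ratio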;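 also: B-score derived from integrated fluorescence ratio over the kinetic read; more negative B-score means stronger inhibition of depolarization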
# Target sequence (Q61143 whole entry, looked up): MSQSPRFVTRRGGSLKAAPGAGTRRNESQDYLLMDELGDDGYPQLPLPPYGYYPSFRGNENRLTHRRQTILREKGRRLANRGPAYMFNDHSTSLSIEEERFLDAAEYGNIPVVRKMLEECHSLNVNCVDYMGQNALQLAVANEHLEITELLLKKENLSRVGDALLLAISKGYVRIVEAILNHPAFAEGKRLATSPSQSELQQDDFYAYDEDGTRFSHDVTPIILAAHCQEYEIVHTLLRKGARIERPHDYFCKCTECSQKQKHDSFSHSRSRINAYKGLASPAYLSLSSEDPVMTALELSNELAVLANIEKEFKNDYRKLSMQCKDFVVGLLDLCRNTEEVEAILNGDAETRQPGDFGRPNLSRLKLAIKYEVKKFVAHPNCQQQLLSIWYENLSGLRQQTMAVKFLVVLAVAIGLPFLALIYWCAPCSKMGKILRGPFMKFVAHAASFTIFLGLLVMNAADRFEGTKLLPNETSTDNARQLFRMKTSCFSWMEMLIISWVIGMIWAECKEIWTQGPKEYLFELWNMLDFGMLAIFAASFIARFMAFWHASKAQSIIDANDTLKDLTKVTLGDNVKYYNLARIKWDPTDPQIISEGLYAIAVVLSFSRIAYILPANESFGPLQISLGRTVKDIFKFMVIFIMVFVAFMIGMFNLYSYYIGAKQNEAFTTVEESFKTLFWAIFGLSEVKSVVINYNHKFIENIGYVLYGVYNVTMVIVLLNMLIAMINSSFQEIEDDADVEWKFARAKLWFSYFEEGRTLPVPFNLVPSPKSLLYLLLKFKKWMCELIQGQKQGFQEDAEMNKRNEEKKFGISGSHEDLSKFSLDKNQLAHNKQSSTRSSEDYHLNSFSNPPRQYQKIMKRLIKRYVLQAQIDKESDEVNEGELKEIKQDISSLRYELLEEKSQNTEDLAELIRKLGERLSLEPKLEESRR
# RGS4 inh: human RGS4 inhibition. P49798. HEK293 M3R/RGS4 inducible, Fluo-4 calcium flux; stronger effect = higher value; triggered by carbachol at its EC20. B-score at 10 µM. hit rate 0.45% among 310,000;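 active = B-score, a plate-corrected calcium signal, over three deviations above library mean, with baseline fluorescence within five deviations of library mean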;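 also: RGS4 expression induced by doxycycline in cells with stable M3 receptor; B-score is computed from the integrated fluorescence ratio over baseline after carbachol; higher B-score means a larger calcium signal and so more RGS4 inhibition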
# TRPC6 act: activators of mouse TRPC6 channel. Q61143. HEK293-TRPC6 membrane potential dye fluorescence; stronger effect = higher value. B-score at 10 µM. hit rate 0.13% among 310,000. AID 2550;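 active = B-score of the integrated fluorescence ratio above library mean plus 3 SD, and starting fluorescence ratio within library mean plus 5 SD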;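 also: higher score means more depolarization so channel activation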
# RGS4 pot: potentiators or activators of RGS4. HEK293 M3R/inducible RGS4, carbachol calcium flux Fluo4; stronger effect = lower value. hit rate 0.92% among 310,000. B-score at 10 µM. AID 463111;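 active = B-score of the integrated calcium signal more than 4 SD below the library mean, with starting fluorescence not abnormally high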;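 also: negative B-score means reduced calcium response which marks RGS4 activation or potentiation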
#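 Material: M3R-expressing HEK293 line, RGS4 induced by doxycycline | Schedule: Overnight RGS4 induction, 30 min dye load 37 °C, 20 min compound RT | Measured by: Fluo4 fluorescence kinetic imaging of calcium | Read-out: Integrated calcium ratio converted to B score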
# MrgX1 PAM: allosterically activates human MrgX1 receptor signaling | MrgX1-HEK293, Fluo-4 calcium flux, FDSS; stronger effect = higher value | B-score at 10 µM | hit rate 0.63% among 310,000 | AID 588675 | Q96LB2;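 active = plate-corrected calcium response at least 3 library SD above typical, normal starting fluorescence, not activating the receptor alone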;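 also: compound read alongside a low EC10 to EC30 dose of BAM8-22 agonist; peak minus trough fluorescence over baseline measured at the second addition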
# MrgX1 ag: activates human MrgX1 receptor signaling | hit rate 0.44% among 310,000 | MrgX1-HEK293 cells, Fluo-4 calcium fluorescence, agonist mode; stronger effect = higher value | AID 588627 | B-score at 10 µM;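 active = calcium response B-score plate-corrected fluorescence ratio at least 3 library SD, with starting fluorescence B-score inside 5 SD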
#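 Test system: HEK293 cells stably expressing human MrgX1 receptor; Input: fifteen thousand cells per well; Dosing: compound delivered in addition one of three; Schedule: overnight seeding, then 1 h dark dye loading; Technique: Fluo-4 NW calcium fluorescence; Measure: B-scored fluorescence response ratio; Controls: positive and negative controls per plate.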
# SKKanGAS inh: SKKanGAS growth inhibition; S. pyogenes SKKanGAS, kanamycin growth, BacTiter-Glo, 6 h; inhibition, % at 7.5 µM; hit rate 1.3% among 300,000;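 active = mean replicate score, as percent of positive control median, at least 50; inconclusive = mean below 50 but one replicate at or above 50; inactive = mean and every replicate below 50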;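 also: strain carries kanamycin resistance gene driven by streptokinase promoter and grows in 40 µg/ml kanamycin; loss of luminescence reflects streptokinase promoter inhibition or plain growth inhibition; 0% = median of DMSO wells and 100% = positive control at its reference dose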
# TRPC4 block: blocks the mouse TRPC4 cation channel | Q9QUQ5 | HEK293 TRPC4beta/mu-opioid, DAMGO-evoked Fluo4 calcium flux; stronger effect = lower value | B-score at 10 µM | hit rate 0.39% among 300,000 | AID 2247;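 active = B-score over 3 SD under the library average, no early fluorescence shift, positive overall ratio signal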
#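 Assay system: TRPC4beta/mu-opioid receptor HEK293 cell line; compound dosing: single concentration per test compound; detection: Fluo4 Ca2+ flux fluorescence; evaluation: per-well B score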
# MrgX1 antag: blocks BAM8-22 activation of human MrgX1 receptor; hit rate 1.3% among 310,000; MRGX1-HEK293 calcium flux, Fluo-4, BAM8-22 antagonism; stronger effect = lower value; B-score at 10 µM;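 active = calcium-response B-score plate-corrected more than 3 library SD below zero, starting fluorescence within 5 deviations, no agonist response on first addition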;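 also: peak minus trough fluorescence over baseline after final BAM8-22 challenge near maximal dose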
# Platelet DG rel: modulates dense granule release in human platelets | human platelet-rich plasma, SFLLRN dense granule ATP release, luminescence | inhibition, %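 (compounds screened at 7.5 µM in platelet-rich plasma)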 | hit rate 0.22% among 300,000;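 active = mean replicate score, as percent of positive control, at or above 50; inconclusive = mean below 50 but at least one replicate at or above 50; inactive = mean and every replicate below 50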
# HIF act: HIF pathway transcriptional activation. U2OS HRE-luciferase reporter, luminescence; normalized: DMSO 0%, desferrioxamine 100%. activation, % at 7.5 µM (by protocol). hit rate 0.32% among 300,000. AID 1910;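 active = mean activation of at least 10% of the iron chelator positive control signal, with at least half of replicates also reaching 10%; inconclusive = mean and replicate majority disagree about reaching 10%; inactive = mean and most replicates under 10%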
# An asterisk follows results filed as active; i = inactive; ? = inconclusive; . = no result given.
# Values in the order – MrgX1 ag, TRPC6 act, HIF act, SKKanGAS inh, MrgX1 antag, TRPC4 block, RGS4 inh, Platelet DG rel, TRPC6 inhibitor, RGS4 pot, MrgX1 PAM
Cc1ccc2c(c1)C(C)CC(C)(C)N2C(=O)CN1CCN(C)CC1 (centres undefined)
    i, i, -0.2, -1, i, i, i, 4, i, i, i
O=C(Nc1cccc(S(=O)(=O)N2CCCCC2)c1)C1CCC1
    i, i, -0.6, -1, i, i, i, -7, i, i, i
O=C(COc1ccccc1)Nc1cc(C(F)(F)F)ccc1N1CCCC1
    i, i, 0.7, 7, i, i, i, 1, i, i, i
COc1ccc(OC)c2[nH]c(=O)c(CCNC(=O)C(=O)c3c(C)[nH]c4ccccc34)cc12
    i, i, -0.2, 3, i, i, i, 0, i, i, i
COc1ccc(CN2[C@@H](CC(C)=O)c3cc(C(F)(F)F)ccc3S2(=O)=O)cc1
    i, i, 1.2, -7, i, i, i, -5, i, i, i
CCOC(=O)c1[nH]c(=O)[nH]c1CN(Cc1ccco1)Cc1[nH]c(=O)[nH]c1C(=O)OCC
    i, i, -0.3, -8, i, i, i, 2, i, i, i
O=C1C2C(C(=O)N1Cc1cccnc1)C1C=CC2C12CC2 (centres undefined)
    i, i, 0.1, -6, i, i, i, -3, i, i, i
O=C(c1ccc(Cl)nc1)N1CCC(Cc2ccccc2)CC1
    i, i, -0.2, -7, i, i, i, 5, i, i, i
CNC(=O)c1c(Cl)cnn1-c1ccc(F)cc1
    i, i, 0.8, -4, i, i, i, -3, i, i, i
CCN(CCO)c1ccc(NC(=S)Nc2cccc(S(=O)(=O)N(C)C)c2)cc1
    i, i, 0.6, 0, i, i, i, -1, i, i, i
Cc1cc(=O)oc2cc(NC(=O)C(C)Oc3cccc(Cl)c3)ccc12 (centres undefined)
    i, i, 1.0, 3, i, i, i, -2, i, i, i
COc1ccc(CCNC(=O)C2CCN(C(=O)c3ccc(Br)cc3)CC2)cc1
    i, i, -0.1, -2, i, i, i, 18, i, i, i
O=C(COc1ccc(Br)cc1Cl)NC(=O)Nc1ccc2c(c1)OCCO2
    i, i, 2.3, 6, i, i, i, -1, i, i, i
COc1ccc(Cl)cc1C(=O)Nc1ccc(Br)c(C)n1
    i, i, 0.5, 1, i, i, i, -3, i, i, i
CC(OC(=O)c1oc2ccccc2c1COc1ccccc1)C(=O)NC(N)=O (centres undefined)
    i, i, -0.8, 0, i, i, i, -3, i, i, i
O=C(CCN1CCOCC1)Nc1ccc2c(c1)CCC2
    i, i, 1.4, 1, i, i, i, 4, i, i, i
CN(CCCNC(=O)CCC(=O)N1CCOc2ccc(Cl)cc21)Cc1ccccc1
    i, i, -0.4, -1, i, i, i, -1, i, i, i
COc1ccc(S(=O)(=O)N2CCOC23CCN(C(=O)c2ccccc2Br)CC3)cc1
    i, i, -0.2, 1, i, i, i, 0, i, i, i
O=C(O)c1cc(NS(=O)(=O)c2cccc3nsnc23)cc(C(=O)O)c1
    i, i, -1.5, 0, i, i, i, -8, i, i, i
Cc1ccc(NC(=O)CN2C(=O)N/C(=C\c3cccn3-c3cccc(C(=O)O)c3)C2=O)cc1
    ., i, -0.2, 11, ., i, i, 4, i, i, .
CCCc1cc(C(=O)NNC(=S)NCC)c2ccccc2n1
    i, i, 0.0, 1, i, i, i, -28, i, i, i
CC1CN(S(=O)(=O)c2cccc3nsnc23)CC(C)O1 (centres undefined)
    i, i, 0.3, -2, i, i, i, -2, i, i, i
CCn1c(SCC(=O)N(C)Cc2ccc(OC)c(F)c2)nc2cc(S(N)(=O)=O)ccc21
    i, i, -0.3, -4, i, i, i, 1, i, i, i
CCOC(=O)c1c(NC(=O)CSc2nnc(-c3cccnc3)n2Cc2ccco2)sc(C)c1C
    i, i, -21, 18, i, i, i, -3, i, i, i
CCN(CC)CCCNc1oc(-c2cccc(Cl)c2)nc1C#N
    i, i, -0.5, -2, i, i, i, 1, -6.1*, i, i
O=C(CCc1nnc2ccc(NCc3ccco3)nn12)Nc1ccccn1
    i, i, 0.3, -3, i, i, i, 9, i, i, i
Cc1cc(NCCCO)n2c(nc3ccccc32)c1C#N
    i, i, 0.2, 3, i, i, i, -3, i, i, i
Cc1ccc2c(CN3CCN(CCO)CC3)cc(=O)oc2c1C
    i, i, -0.3, 5, i, i, i, 8, i, i, i
Nc1nc(O)c(CC(=O)O)s1
    i, i, 1.7, -14, i, i, i, -9, i, i, i
COc1ccc(CNC(=S)Nc2ccccc2)cc1Cl
    i, i, -0.1, 2, i, i, i, -9, i, i, i
O=C1Cc2ccccc2C(=O)N1c1ccccc1
    i, i, -0.1, 1, i, i, 5.6*, 2, i, i, i
COc1ccc(/C=N/NC(=O)CSc2nnc(CCCc3ccc(OC)c(C)c3)o2)cc1
    i, i, 0.2, 14, i, i, i, 1, i, i, i
Cc1csc2c(N3CCN(S(=O)(=O)c4ccc(Cl)cc4)CC3)ncnc12
    i, i, 0.5, 4, i, i, i, 17, i, i, i
Cc1ccccc1NC(=O)CC(=O)c1ccccc1
    i, i, -0.7, -18, i, i, i, 1, i, i, i
O=C1CCCN2N=C(SCC(=O)N3CCCCC3)SC2=N1
    i, i, 0.0, -4, i, i, i, 12, i, i, i
COc1ccc(-c2noc(CCCC(=O)Nc3ccc(C(N)=O)cc3)n2)cc1
    i, i, -1.0, -13, i, i, i, 0, i, i, i
CC(C)(C)c1ccc(C(=O)NCC2CCCN2S(=O)(=O)c2ccccc2)cc1 (centres undefined)
    i, i, 0.8, -1, i, i, i, -3, i, i, i
CCn1cnc2c1c(=O)n(CC(=O)Nc1cc(C)on1)c(=O)n2Cc1ccccc1
    i, i, ., ?, i, i, i, -6, i, i, i
Cc1ccc(Nc2ccc(C(=O)O)cc2N)cc1
    i, i, 1.4, -6, i, i, i, -3, i, i, i
Cc1ccc2[nH]c(C(=O)O)c(NC(=O)CN3CCN(c4cccc(C)c4C)CC3)c2c1
    i, i, -0.2, 15, i, i, i, -7, i, i, i
CN1/C(=C\C(=O)CSc2cccc[n+]2[O-])C(C)(C)c2ccccc21
    i, i, -0.5, 1, i, i, i, 23, i, i, i
N#C/C(=C\c1ccc(N2CCOCC2)o1)c1ccccc1
    i, 18*, ., -6, i, i, i, 12, i, i, i
CCn1c(=NC(=O)CS(=O)(=O)c2ccc(C)cc2)sc2cccc(OC)c21
    i, i, 0.6, -3, i, i, i, -1, i, i, i
CN(CC(=O)NCCc1ccc(S(N)(=O)=O)cc1)Cc1c(F)cccc1Cl
    i, i, 1.0, -2, i, i, i, 1, i, i, i
O=C(/C=C/c1ccco1)NC(=S)Nc1ccccc1N1CCOCC1
    i, i, -0.1, -5, i, i, i, 6, i, i, i
CCCS(=O)(=O)N1CCN(CCN2C(=O)c3cccc4cccc(c34)C2=O)CC1
    i, i, 0.0, 11, i, i, i, 2, i, i, i
O=C1OC(c2ccc(F)cc2)=C/C1=C\c1ccc([N+](=O)[O-])o1
    i, i, 0.4, 68*, -7.8*, i, i, 4, i, i, i
COc1ccc(S(=O)(=O)NCCc2ccccc2)cc1OC
    i, i, 0.0, 2, i, i, i, -1, i, i, i
Cc1cc2oc(=O)cc(CN3CCCCC3C)c2cc1C(C)C (centres undefined)
    i, i, -1.0, ., i, i, i, 5, i, i, i
COC(=O)C1=C(C)N(c2ccc(C)cc2)/C(=C/c2cccs2)C1=O
    i, i, 0.4, 0, i, i, i, 6, i, i, i
CNC(=O)CN1C(=O)COc2ccc(S(=O)(=O)N3CCCCCC3)cc21
    i, i, -0.4, 0, i, i, i, -1, i, i, i
O=C(NCCc1ccccc1)C1CCC(CNc2c(N3CCCCC3)c(=O)c2=O)CC1 (centres undefined)
    i, i, 0.3, 0, i, i, i, -7, i, i, i
CCOc1cc(Cl)c(NC(=O)CC)cc1OCC
    i, i, 0.0, -2, i, i, i, -1, i, i, i
OC(COc1ccc(Cl)cc1)CN1CCN(c2ccccn2)CC1 (centres undefined)
    i, i, -0.2, 10, i, i, i, 7, i, i, i
CCC(C)(C)n1nnnc1C(c1ccc(Cl)cc1)N1CCN(C)CC1 (centres undefined)
    i, i, -0.1, 0, i, i, i, -3, i, i, 11*
CCCN(CCC)CCCNS(=O)(=O)c1ccc2c(c1)oc(=O)n2C
    i, i, 0.3, -13, i, i, i, -6, i, i, i
Cc1ccc(NC(=S)N(C)C(c2ccccc2)c2ccccc2)cc1C
    i, i, -5.0, 20, i, i, i, 7, i, i, i
O=C(COc1ccc(/C=N/NC(=O)c2cccnc2)cc1)Nc1ccccc1
    i, i, -0.1, -5, i, i, i, -8, i, i, i
COc1ccc(/C=C/C(=O)NCCCN2CCCC2)cc1
    i, i, -0.4, -6, i, i, i, 5, i, i, i
CS/C(N)=N/N=C/c1cc(C)ccc1O
    i, i, 3.4, -14, i, i, i, 12, i, i, i

# Following part
# Values in the order – MrgX1 ag, TRPC6 act, HIF act, SKKanGAS inh, MrgX1 antag, TRPC4 block, RGS4 inh, Platelet DG rel, TRPC6 inhibitor, RGS4 pot, MrgX1 PAM
Cc1cc(C)n2ncc(/C(N)=N/OC(=O)Nc3ccc(Cl)cc3)c2n1
    i, i, -0.1, -4, i, i, i, 5, i, i, i
O=C(c1ccccc1NS(=O)(=O)c1cccc([N+](=O)[O-])c1)N1CCCC1
    i, i, -0.5, 48, i, i, i, -7, i, i, i
COc1ccccc1NC(=O)c1cc2ccc(O)cc2o/c1=N\O
    i, i, 1.0, 10, i, i, i, ?, i, i, i
O=C(CN1CC[n+]2c(-c3cccs3)csc21)c1ccc(Br)cc1
    i, i, 0.6, 5, i, i, i, 3, -5*, i, i
CC(OC(=O)c1nccnc1N)C(=O)Nc1ccc(S(=O)(=O)N2CCCC2)cc1 (centres undefined)
    i, i, -0.7, -3, i, i, i, -14, i, i, i
